# H9c2 TAG inh: inhibitors of triacylglycerol accumulation, primary screen, cell-based, uHTS, fluorescence, H9c2 | H9c2 cells, Nile Red lipid (TAG) fluorescence; cells loaded with 200 µM oleic acid | inhibition, % at 12.5 µM | 230,000 tested, 0.66% active | AID 651582, 2012;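 active = pattern-corrected inhibition of lipid staining of at least 50% with the nuclear-stain viability signal not falling by more than 50%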;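 note: 0% = DMSO wells and 100% = triacsin C control wells; some results filed as inactive read as strong as hits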
# H9c2 TAG inh DAPI viability: further read-out of H9c2 TAG inh, marked with its call; DAPI nuclei signal change (viability), lower = more cytotoxic, %;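 whole-well DAPI fluorescence read on a plate reader as a viability signal; minus 50 percent equals half of cells still viable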
# Active calls of the source: *. The list is partial; rates above refer to the full screens.
SMILES	H9c2 TAG inh	H9c2 TAG inh DAPI viability
COC(=O)c1ccc2c(=O)n(CCCCCC(=O)NCc3ccccn3)c(=O)[nH]c2c1	7	-8
O=C(CN1C(=O)NC2(CCCCC2)C1=O)Nc1ccc(N2CCCCC2)cc1	-9	5
CN(C)c1ncnc2c1ncn2[C@H]1CN(C2CCCC2)C[C@@H](CO)O1	12	-1
Cc1cccc(-c2c3c(=O)n(C)c(=O)n(C)c3cn2CCO)c1	-11	-5
Cc1ccc(S(=O)(=O)Cn2nnnc2CN2CCN(C(=O)c3ccco3)CC2)cc1	15	-14
CCCCNC(=O)O[C@H]1C[C@@H]2CCN3C(=O)CCC[C@H]([C@H]1Cc1ccccc1)[C@H]23	14	1
Cc1ccc(/C=C/C(=O)OCC(=O)Nc2cccc(S(=O)(=O)N(C)C)c2)o1	-2	-3
CCn1c(/C=C/c2ccccc2F)nc2ccccc2c1=O	-10	-3
CC(=O)c1ccc(C(=O)N2CCCC(CO)(Cc3ccccc3C)C2)s1 (stereo not given)	-6	-6
COc1ccc(OCCN2CCC(C(=O)NC(C)c3cccc4ccccc34)CC2)cc1 (stereo not given)	10	3
CCCCN(CC)c1nc(N)c2c(N)nc(OCC)cc2c1C#N	10	24
CCC(=O)Nc1ccc(Cl)c(NC(=S)NC(=O)COc2ccccc2)c1	5	-4
O=C(NCCN1CCOCC1)C1CCC(=O)N1Cc1ccccc1Cl (stereo not given)	0	12
OCCC1CN(Cc2cccc(OC3CCCC3)c2)CCN1Cc1ccsc1 (stereo not given)	-21	14
O=C(Nc1ccc2c(c1)OCO2)c1ccc2nc([C@@H]3O[C@H](CO)[C@H](O)[C@H](O)[C@H]3O)[nH]c2c1	-5	3
COc1ccccc1N1CC(C(=O)NCCN2C(=O)S/C(=C\c3cccnc3)C2=O)CC1=O (stereo not given)	-8	-7
COc1ccc(C(=S)N2CCCC2)cc1Br	2	-5
O=C(NCCS(=O)(=O)NCc1ccc(F)cc1)c1ccccc1	-3	1
COc1cc(C2NC(=O)C(C#N)=C(Nc3cccc(C)c3)S2)ccc1O (stereo not given)	3	-4
Cc1noc(C)c1C(=O)NC1=NCCS1	-15	-11
CCOc1ccc(C(=O)CCC(=O)N(CC)CC(=O)NCc2ccc(Cl)cc2)cc1	-1	-1
Cc1cc(NC(=O)CN2C(=O)NC3(CCCCC3)C2=O)ccc1N1CCCC1	7	2
CCC(CO)Nc1ccn2nc(-c3cccs3)cc2n1 (stereo not given)	8	2
C=CCc1cc(Cl)ccc1OCCOCCNC(C)CC (stereo not given)	2	25
Nc1nc2ccccc2n1C(=O)CCc1ccccc1	33	-9

# 4 of these compounds, reformatted.
# Values run as follows: H9c2 TAG inh | H9c2 TAG inh DAPI viability
Cc1ccc(/C=C/C(=O)OCC(=O)Nc2cccc(S(=O)(=O)N(C)C)c2)o1
  -2 | -3
CC(=O)c1ccc(C(=O)N2CCCC(CO)(Cc3ccccc3C)C2)s1 (stereo not given)
  -6 | -6
COc1ccccc1N1CC(C(=O)NCCN2C(=O)S/C(=C\c3cccnc3)C2=O)CC1=O (stereo not given)
  -8 | -7
Cc1ccc(S(=O)(=O)Cn2nnnc2CN2CCN(C(=O)c3ccco3)CC2)cc1
  15 | -14

# The listing continues:
SMILES	H9c2 TAG inh	H9c2 TAG inh DAPI viability
O=C(O)C1CC(C(=O)O)SS1 (stereo not given)	0	5
Cc1c(C(=O)N2CCOCC2)oc2ccc(S(=O)(=O)N3CCCCCC3)cc12	-4	-7
COc1ccc(CCNC(=O)CSc2nc3[nH]ncc3c(=O)n2-c2cccc(C(F)(F)F)c2)cc1OC	1	-14
Cc1ccc(NC(=O)/C(=C\C=C\c2ccccc2)NC(=O)c2ccccc2)cc1	-16	2
CCOC(=O)C1CCCN(c2c(N3CCN(C)CC3)c(=O)c2=O)C1 (stereo not given)	-4	4
Cn1cnc([N+](=O)[O-])c1Cl	-2	3
CC1(C)Nc2ccccc2C(=O)N1c1ccc(Br)cc1	-5	12
CC(=O)c1cccc(-c2ccnc3c2CC(C(=O)Nc2ccc(Cl)cc2)O3)c1 (stereo not given)	-15	-4
O=C(Cc1c(F)cccc1Cl)NCCN1CCOCC1	7	-6
O=C(O)c1cccn2c(=O)c3ccccc3nc12	-9	5
COc1ccc2c(c1OC)C(=O)OC2CC(=O)O (stereo not given)	0	-1
CC(=O)c1ccc(-c2ccc(C(=O)Nc3nc(-c4ccccn4)cs3)o2)cc1	-3	-11
COc1cc(NC2c3ccccc3C(=O)N2Cc2ccccc2Cl)cc(OC)c1 (stereo not given)	7	3
CCOC(=O)c1sc(NC(=O)CSc2n[nH]c(-c3ccncc3)n2)c(C#N)c1C	3	9
Nc1cc(Cl)nc(N/N=C/c2ccccc2[N+](=O)[O-])n1	0	15
CCCCn1nc(C(=O)Nc2cc(C(F)(F)F)ccc2N2CCOCC2)ccc1=O	12	-2
S=c1[nH]nc(COc2cccc(Cl)c2)n1Cc1ccccc1	-4	-7
Cc1cc(C)c(S(=O)(=O)c2ccc(Cl)cc2C)c(Cl)n1	-23	12
COc1cc(SC)ccc1C(=O)N1CCN(Cc2ccccc2)CC1	-7	16
O=C(NC1CCSc2ccccc21)c1cc(S(=O)(=O)N2CCOCC2)ccc1Cl (stereo not given)	-4	-5
O=C(Cc1cccs1)N1CCN(c2ccccn2)CC1	-15	-1
CCOC(=O)Cc1cnc(NC(=O)NC(C(=O)OCC)(c2ccccc2)C(F)(F)F)s1 (stereo not given)	7	-3
COCCn1c(C)cc(C(=O)COC(=O)c2ccccc2Br)c1C	2	0
CCN(CCS(=O)(=O)c1ccc(Cl)cc1)Cc1nc2ccccc2c(=O)[nH]1	-12	-4
Cc1ccc2nc(SCC(=O)Nc3cccnc3Cl)[nH]c2c1	-6	8

# Additional structures.
SMILES	H9c2 TAG inh	H9c2 TAG inh DAPI viability
COc1ccc(-c2noc(C(=O)NCc3ccccc3Cl)n2)cc1OC	4	-12
CCN(C(=O)CN1CCCCCC1)c1c(N)n(Cc2ccccc2)c(=O)[nH]c1=O	5	1
CCOc1cc(NC(=O)c2cccs2)c(OCC)cc1NC(=O)c1ccco1	-10	23
CCCCNC(=O)Nc1ccccn1	-7	-3
O=C(O)c1cccc(Cn2c(Cl)c(/C=N/NC(=O)c3ccc(O)cc3)sc2=O)c1	3	8
CC(=O)Nc1cccc(-c2csc(C(NC(C)=O)c3ccc(F)c(F)c3)n2)c1 (stereo not given)	-3	2
CCCN(CCC)C(=O)Cn1c(=O)n(CCCCC(=O)NCc2ccco2)c(=O)c2ccccc21	-10	2
COc1nc(N)nc(N)c1NS(=O)(=O)c1ccc(C)cc1	4	-4
Cc1ccccc1NC(=O)c1sc2nc3c(c(-c4ccco4)c2c1N)CCC3	32	0
CC1(C)OC2CC3C4CCC5=CC(=O)CCC5(C)C4(F)C(O)CC3(C)C2(C(=O)CO)O1 (stereo not given)	35	14
COc1ccc(-c2ccc3c(c2)c(C#Cc2ccsc2)c(-c2cc(OC)cc(OC)c2)n3C)cc1	14	141
O=C(OCC(=O)N1CCCCCC1)c1ccc(Br)c(S(=O)(=O)N2CCOCC2)c1	-6	-2
Cc1ccc(NC(C)C(=O)N/N=C/c2ccc([N+](=O)[O-])s2)cc1 (stereo not given)	-39	-9
COc1ccc(CC(C)N2CCN(Cc3ccccc3)CC2)cc1OC (stereo not given)	-1	2
COc1ccc(Nc2ncc(C#N)c(N)n2)c(OC)c1	1	-9
Cc1cc(C)n2c(Nc3ccc4c(c3)OCCO4)c(-c3ccccc3)nc2n1	36	-23
OC(CNCCc1ccc(Cl)cc1)COCc1ccco1 (stereo not given)	10	-10
Cn1c(=O)[nH]c(=O)c2c1ncn2CCCc1ccccc1	-7	3
CCOC(=O)CCC1(C(=O)OC)C(=O)CCCCCC=C1C(=O)OC (stereo not given)	-13	-1
COc1ccc(NC(=O)COC(=O)COc2cccc3c2OC(C)(C)C3)cc1	-8	5
Cc1c(Cl)cccc1NC(=S)N(Cc1ccco1)C(C)c1ccccn1 (stereo not given)	12	-6
O=c1[nH]cc(CCCc2ccccc2)c(=O)[nH]1	4	-1
COc1ccc(C(CNC(=O)c2cccc(NS(=O)(=O)c3ccc(C)c(F)c3)c2)N2CCOCC2)cc1 (stereo not given)	17	0
Cc1ccc(CN2C(=O)C(C)Sc3ccc(C#N)cc32)cc1 (stereo not given)	-2	7
O=C(NCc1ccc(F)cc1)c1cc(C2CCCN(C(=O)c3cccs3)C2)on1 (stereo not given)	-1	-12

# Some of the entries above in a different format.
Cc1ccc(NC(C)C(=O)N/N=C/c2ccc([N+](=O)[O-])s2)cc1 (stereo not given)
  H9c2 TAG inh: -39
  H9c2 TAG inh DAPI viability: -9
COc1ccc(CC(C)N2CCN(Cc3ccccc3)CC2)cc1OC (stereo not given)
  H9c2 TAG inh: -1
  H9c2 TAG inh DAPI viability: 2
COc1ccc(Nc2ncc(C#N)c(N)n2)c(OC)c1
  H9c2 TAG inh: 1
  H9c2 TAG inh DAPI viability: -9
Cc1cc(C)n2c(Nc3ccc4c(c3)OCCO4)c(-c3ccccc3)nc2n1
  H9c2 TAG inh: 36
  H9c2 TAG inh DAPI viability: -23

# Following part:
mol | H9c2 TAG inh | H9c2 TAG inh DAPI viability
Cc1ccc(/C=C/C(=O)Nc2nnc(C)s2)o1 | 1 | -2
CCOC(=O)c1sc(NC(=O)CCN2CCN(C)CC2)c(C(=O)OCC)c1C | 13 | 2
O=C(O)C1[C@H]2C(=O)N(Cc3cccs3)C[C@]23C=C[C@H]1O3 (stereo not given in full) | -2 | -5
CCOC(=O)c1cc(C)sc1NC(=S)Nc1ccccc1 | -5 | -4
COc1cc(OC)cc(C(=O)NCCCCNC(=O)c2cc(OC)cc(OC)c2)c1 | 4 | -6
CN(Cc1ccccc1)C(=O)c1cccc(NC(=O)Cc2ccc(NC(=O)C3CCN(S(=O)(=O)c4cccc([N+](=O)[O-])c4)CC3)cc2)c1 | 6 | 9
CCC(C)(C)NC(=O)C(c1ccccc1)N(C(=O)c1csnn1)C1CC1 (stereo not given) | 6 | -3
Nc1c(C(=O)Nc2nccs2)sc2nc(-c3cccs3)cc(C(F)(F)F)c12 | -48 | 1
Cc1ccc(NC(NC(=O)c2cccs2)C(Cl)(Cl)Cl)cc1 (stereo not given) | -2 | -2
COc1ccc2nc(NC(=O)c3ccccc3F)sc2c1 | 0 | 6
CCCCn1c(N)c(N(CCOC)C(=O)CCNC(=O)c2ccc(Br)cc2)c(=O)[nH]c1=O | 3 | 7
O=C(CNC(=O)c1ccccc1)NCc1nc2ccccc2[nH]1 | -8 | 0
Cn1cnnc1SCC(=O)Nc1ccc(Oc2ccccc2)cc1 | 10 | -5
O=C(Nc1c(F)cccc1F)c1ccc(-n2cncn2)nc1 | 7 | 2
c1ccc2[nH]c(-c3ccncc3)nc2c1 | 16 | -18

# Further entries.
mol | H9c2 TAG inh | H9c2 TAG inh DAPI viability
CSc1nc2ccc(Br)cc2[nH]1 | -2 | 9
CCCCN1C(=O)C(O)(CC(=O)c2c(C)coc2C)c2ccccc21 (stereo not given) | -17 | -2
O=C1CC(NNc2ccccc2)C(=O)N1c1ccc(N2CCCCC2)cc1 (stereo not given) | 13 | -8
COc1ccc(S(=O)(=O)N2CCCCC2)cc1NC(=O)c1ccc(CS(C)(=O)=O)cc1 | 29 | 0
CCCS(=O)(=O)NC(=O)C1(C)CCCN(C(=O)c2cc(-c3ccccc3)cs2)C1 (stereo not given) | 1 | -11
O=C(O)c1cccc(-c2ccc3c(c2)OCO3)c1 | 1 | -10
CC(C)C[C@H](NC(=O)c1[nH]cnc1C(=O)N[C@@H](Cc1ccccc1)C(=O)OC(C)(C)C)C(=O)OC(C)(C)C | -17 | -24
COc1cccc(C(O)CC(N)=O)c1 (stereo not given) | -3 | -1
CCN1CCN(C(=O)c2ccc(OC3CCN(CCc4ccccc4)CC3)cc2)[C@@H](C)C1=O | 7 | -2
CCN(c1ccccc1)S(=O)(=O)c1cccc(C(=O)OCC(=O)Nc2ccc(NC(C)=O)cc2)c1 | -7 | 8
O=C(NC(=S)Nc1cc(S(=O)(=O)N2CCOCC2)ccc1O)c1ccco1 | 0 | -11
Cc1nc(C)c(-c2csc(Nc3ccc(O)c(C(=O)O)c3)n2)s1 | 0 | 3
Cc1c(N2C(=O)C3C4C=CC(C4)C3C2=O)c(=O)n(-c2ccccc2)n1C (stereo not given) | 26 | -24
CCC(=O)c1ccc(OCC(=O)OCC(=O)N2CCc3ccccc3C2)cc1 | -3 | -3
Fc1cccc(Nc2ncnc3c2cnn3-c2ccccc2)c1 | -4 | 13

# New compounds follow:
mol | H9c2 TAG inh | H9c2 TAG inh DAPI viability
CC(C)C(OC(=O)C1=Cc2ccccc2OC1)C(=O)NCC1CCCO1 (stereo not given) | 30 | -18
O=C(Nc1cccc(NC(=O)c2cccnc2)c1)c1ccccc1 | 4 | 5
O=C(OC1CCOC1=O)c1cc(S(=O)(=O)N2CCOCC2)c(Cl)cc1Cl (stereo not given) | 7 | 1
OCC1OC(n2cnc3c(SCc4ccccc4)nc(F)nc32)C(O)C1O (stereo not given) | -1 | 2
CNc1ccc(/C=C2\CSc3ccccc3C2=O)cc1[N+](=O)[O-] | -11 | 6
COc1ccc(-c2nnn(CC(=O)NC3CCCc4ccccc43)n2)cc1OC (stereo not given) | 3 | -3
CCCCCCCCn1ccc(=N)cc1 | -18 | -11
COc1cccc(Cn2c3ccc(NC(=O)Cc4cc(OC)ccc4OC)cc3c(=O)n2C)c1 | 4 | 10
CC1CCCC(NC(=O)CCNC(=O)c2ccc(Cl)cc2)C1C (stereo not given) | 3 | -6
COc1cccc(C(=O)Nc2nc3c(c(=O)[nH]2)CCCC3)c1 | 15 | -11
COc1cccc(C(=O)NCCS(=O)(=O)N2CCCC(C)C2)c1 (stereo not given) | -8 | 1
COC(=O)Nc1nnc(CC(=O)Nc2ccccc2C)s1 | 1 | -7
Cn1c(-c2csc(-c3ccccc3)n2)n[nH]c1=S | 0 | -4
